# GRP78 ERSR act = induces the endoplasmic reticulum stress response in human glioma cells. U87-MG GRP78 promoter luciferase reporter, 16 h. Potency, µM, inactives show at the highest dose activation, most hits filed as activators. hit rate 0.02% among 420,000. AID 602332; further: potency means the concentration at half of the fitted maximal effect; series mostly up to about 76 µM; % of control where 0% means no effect; nearly all actives have a fitted effect of over 35% in size
#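 ERSR induction read as luciferase luminescence (Bright-Glo, 10 min at room temperature) in stably transfected human U87-MG glioma cells exposed to compounds for 16 h, using GRP78 as sensor.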
# PI4K2A inh = blocks human PI4K2A kinase activity | Q9BTU6 | purified PI4K2A, ADP-Glo luminescence, 1 h; stronger effect = lower value | activity change, negative = inhibition, % at 76.9 µM | hit rate 0.13% among 420,000; in the data active means activity change below about -50%; inconclusive means mostly about -30% to -49%;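 further: -100% = wells without enzyme as full effect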
# Target sequence (Q9BTU6 whole entry, looked up): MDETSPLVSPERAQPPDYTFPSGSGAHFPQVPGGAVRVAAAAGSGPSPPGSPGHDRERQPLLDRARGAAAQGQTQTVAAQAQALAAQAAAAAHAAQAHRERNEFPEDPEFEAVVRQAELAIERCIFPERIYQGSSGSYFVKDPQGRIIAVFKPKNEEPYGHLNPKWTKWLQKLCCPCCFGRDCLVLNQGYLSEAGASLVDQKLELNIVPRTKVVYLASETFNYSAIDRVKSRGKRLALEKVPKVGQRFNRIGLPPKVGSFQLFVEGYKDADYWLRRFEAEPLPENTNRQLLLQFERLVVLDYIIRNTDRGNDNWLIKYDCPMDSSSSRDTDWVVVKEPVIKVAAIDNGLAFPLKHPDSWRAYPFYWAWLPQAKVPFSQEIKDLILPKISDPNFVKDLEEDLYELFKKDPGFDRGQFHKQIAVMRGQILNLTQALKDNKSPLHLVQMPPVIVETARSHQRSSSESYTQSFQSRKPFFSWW
#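 In this quantitative HTS, ADP production by PI4K2A was quantified luminescently after 1 h at ambient temperature; 100 microM adenosine served as plate-quality control.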
# USP1 inh = inhibitors of human USP1/UAF1 deubiquitinase. hit rate 0.23% among 390,000. AID 743255. O94782. Potency, µM (titrated, usually from 57.1 µM), inactives show at the top dose activity change, negative = inhibition, most hits filed as inhibitors. recombinant USP1/UAF1, Ub-Rhodamine cleavage fluorescence; further: potency means the concentration at half of the fitted maximal effect; on the % scale 0 is the no-effect control and ±100 the full control effect; nearly all actives have a fitted effect of over 60% in size; inactives centre near -12
#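 In this screen, compounds sit with the deubiquitinase complex (1nM) for 15 min at room temperature before Ub-Rho is added at 150nM final. Fluorescence rise is then followed for 6 reads every 60 seconds.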
# TrxR1 substrate = rat thioredoxin reductase 1 substrate activity. hit rate 0.01% among 390,000. O89049. purified TrxR1 substrate turnover, NADPH consumption readout. Potency, µM (series often up to 114 µM), for the others: at the highest dose activity change, negative = substrate turnover; further: potency means the concentration at half of the fitted maximal effect; on the % scale 0 is the no-effect control and ±100 the full control effect; nearly all actives have a fitted effect of over 50% in size
#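 Rat TrxR1, dispensed at 90 nM, was prereduced with 400 uM NADPH (final) for 5 min at ~22 deg C, then incubated with compound 15 min before 400 uM selenite. A first-read NADPH fluorescence drop versus no-compound background flagged substrates.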
# RXFP1 agonist = agonists of human relaxin receptor RXFP1; Potency, µM (doses to about 57.5 µM), for inactives: at the top dose activation, usual class: activators; Q9HBX9; HEK293T-RXFP1 cAMP TR-FRET, 30 min; response scale: percent of porcine relaxin response, buffer zero; hit rate 0.3% among 370,000; further: potency means the concentration at half of the fitted maximal effect; on the % scale 0 is the no-effect control and ±100 the full control effect; nearly all actives have a fitted effect of over 60% in size; many of its hits are not listed in these tables
#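 cAMP rise read by TR-FRET after 30 min, 37C compound exposure (up to 58 uM) in RXFP1-transfected HEK293 cells with Ro 20174 present. EC50 from Hill-equation fits, with 29 nM porcine relaxin as 100% and buffer as basal.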
# Vif-A3F inh = blocks the Vif interaction with APOBEC3F. HeLa A3F-eYFP + Vif (tagged APOBEC3F with the HIV-1 protein that degrades it), YFP fluorescence increase. Potency, µM (highest dose often 46.1 µM), without a hit: at the highest dose activity, negative = active. hit rate 0.2% among 390,000. AID 602313; further: potency means the concentration at half of the fitted maximal effect; % of control where 0% means no effect; nearly all actives have a fitted effect of over 65% in size
#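 HeLa cells stably expressing Vif plus C-terminally eYFP-tagged A3F were seeded, incubated overnight at 37 deg C, dosed with compound, incubated overnight again at 37 deg C. Yellow fluorescence (Ex 488/Em 500-530) reported blocked Vif-mediated A3F-eYFP degradation.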
# Vif-APOBEC3G blk = Vif-A3G binding inhibition; Q9HC16; HeLa A3G-eYFP + Vif (tagged APOBEC3G with the HIV-1 protein that degrades it), YFP fluorescence, overnight; Potency, µM (top dose mostly 46.1 µM), for inactives: at the top dose activity, negative = active, most hits filed as inhibitors; hit rate 0.076% among 410,000;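 further: potency means the concentration at half of the fitted maximal effect; on the % scale 0 is the no-effect control and ±100 the full control effect; nearly all actives have a fitted effect of over 60% in size; hits raise eYFP signal because A3G escapes Vif-driven loss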
# Target sequence (Q9HC16 whole entry, looked up): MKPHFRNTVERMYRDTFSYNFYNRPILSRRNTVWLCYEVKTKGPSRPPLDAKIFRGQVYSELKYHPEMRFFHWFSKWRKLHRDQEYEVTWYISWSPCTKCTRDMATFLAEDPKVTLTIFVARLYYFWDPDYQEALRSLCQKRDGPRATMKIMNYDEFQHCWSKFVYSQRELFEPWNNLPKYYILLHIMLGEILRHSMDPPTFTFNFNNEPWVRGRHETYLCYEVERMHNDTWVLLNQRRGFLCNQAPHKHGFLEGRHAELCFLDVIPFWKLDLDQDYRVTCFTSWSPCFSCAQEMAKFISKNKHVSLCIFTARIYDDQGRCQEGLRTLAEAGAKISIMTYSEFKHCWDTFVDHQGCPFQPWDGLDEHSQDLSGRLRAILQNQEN
#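 Read-out is eYFP fluorescence (Ex 488/Em 500-530) from Vif-expressing HeLa A3G-eYFP cells; more signal means A3G escaped Vif-mediated degradation. Cells plated overnight, compound pinned in, incubated overnight at 37 deg C.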
# LDHA inh = inhibitors of human lactate dehydrogenase A | activity change, % (values are at about 110 or 230 µM) | purified LDHA, NADH/diaphorase-resazurin fluorescence; stronger effect = lower value | hit rate 0.15% among 480,000; in the data active means activity change below about -30%; inconclusive means mostly about -25% to -30%;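 further: plate controls were DMSO wells for no effect and wells without enzyme for full effect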
#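 Resorufin fluorescence (ex540/em590), read at 0 and 20 min after diaphorase/resazurin addition, reports the NADH left after a 5 min room-temperature reaction of 2 nM human LDH5 with 0.06 mM NADH and 0.2 mM pyruvate.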
# mIDH1 inhibitor = human IDH1 R132H inhibition. O75874. IDH1-R132H enzyme, NADPH consumption, diaphorase/resazurin fluorescence. Potency, µM (highest dose often 76.6 µM), inactives show at the highest dose activity change, negative = inhibition, hits mostly inhibitors. hit rate 0.093% among 390,000. AID 602179; further: potency means the concentration at half of the fitted maximal effect; on the % scale 0 is the no-effect control and ±100 the full control effect; nearly all actives have a fitted effect of over 65% in size
#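 IDH1-R132H (0.5 ug/mL dispensed) in pH 7.5 Tris buffer was preincubated 30 min with compound, then given a substrate mix of 0.016 mM NADPH and 2 mM alpha-KG for 80 min at room temperature; remaining NADPH was read by diaphorase/resazurin fluorescence.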
# * hit, by the source's call; ? = inconclusive; . = not tested or not shown; & = joins results of further samples; [ ] = another dose, or the depositor's remark. Unless noted, the call rests on the fitted dose curve; in most records, active means well fitted curve in the direction sought with a large enough effect; inconclusive means small, poorly fitted or top-dose-only effect, or another doubt; inactive means no such curve, though single readings can be large; an effect the other way counts as inactive or inconclusive.
# Screens in order: PI4K2A inh	USP1 inh	mIDH1 inhibitor	RXFP1 agonist	LDHA inh	Vif-A3F inh	GRP78 ERSR act	TrxR1 substrate	Vif-APOBEC3G blk
O=C(Cn1c(=O)n(Cc2ccc(C(=O)NCc3ccc4c(c3)OCO4)cc2)c(=O)c2ccccc21)Nc1cccc(Cl)c1
  3	-11%	-7%	-0.2%	-7	-1%	-1%	0%	3%
Cc1n[nH]c(=O)nc1NCc1ccc(Cl)cc1
  0	7%	-2%	-0.5%	3	1%	-9%	1%	-5%
O=c1oc2ccccc2c2c1ncn2-c1ccccc1
  -2	-3%	2%	1.9%	-9	-8%	-3%	-5%	2%
O=C(c1csc2c1CCCC2)N1CCCCC1
  1	-11%	6%	0.0%	8	-5%	0%	8%	0%
Cc1ccccc1-n1c(=O)n(CCc2ccccc2)c(=O)c2[nH]cnc21
  -3	-19%	-2%	0.2%	2	-2%	-2%	1%	0%
Cc1csc(NC(=O)CSc2nc(C)nc3c2c(=O)n(C)c(=O)n3C)n1
  -5	-20%	-4%	5.6%	-3	-5%	-2%	9%[57.1 µM]	0%
Cc1cnc(C(=O)OCC(=O)c2ccc(F)c(F)c2)cn1
  -2	-6%	1%	0.1%	-6	-9%	-6%	-5%[57.1 µM]	3%
COc1ccc2[nH]cc(C=O)c2c1
  6	-21%	4%	-0.9%	-8	2%	-5%	2%	1%
C=CCNC(=O)CN1C(=O)CSc2ccc(S(=O)(=O)N3CCOCC3)cc21
  -2	-10%	-3%	.	0	-2%	-1%	.	0%
COc1ccc2sc3ccccc3c(=O)c2c1OC
  -6	-25%	7%	8.7%	13	-10%	?	-3%[57.1 µM]	0%
COc1ccc(C(=O)C2CCCN(C(=O)C3=CCCC3)C2)c(C)c1 (centres undefined)
  4	-6%	9%	1.8%	-7	-7%	-2%	1%	-9%
Cc1ccc(CCNC(=O)c2ccc(CNS(=O)(=O)c3ccc(F)cc3)cc2)cc1
  0	3%	-3%	-0.8%	-2	-12%	0%	4%[57.1 µM]	2%
Cc1cc(C)c2c(=O)cc(CSCC(=O)Nc3ccccc3Cl)[nH]c2c1
  5	-18%	17%	-0.1%	4	1%	-6%	0%[57.1 µM]	3%
CCc1cc2c(=O)n(-c3ccccc3)c(SCC(N)=O)nc2s1
  -4	3%	-2%	0.3%	-19	-2%	-3%	-10%	5%
CCc1ccc(NC(=O)CCc2nc3ccccc3[nH]2)cc1
  -2	-11%	0%	1.6%	-10	5%	-5%	2%	0%
O=C(C1CC1)N1CCc2cc(Br)cc(S(=O)(=O)NCCCN3CCCC3)c21
  2	-7%	-1%	0.6%	-16	-1%	1%	-1%	1%
Cc1csc(C2=C(O)CN(CCc3ccccc3)C2=N)n1
  0	-9%	-4%	5.3%	-2	-2%	-2%	-3%	-1%
O=C(/C=C/c1cn(-c2ccccc2)nc1-c1ccccc1)Nc1ccc(C(=O)O)cc1
  -7	-19%	9%	-0.8%	-9	-1%	?	6%	-5%
CCOc1cc(-c2sc(Nc3ccc(CC)cc3)n[n+]2-c2ccccc2)ccc1OC
  -1	-25%	-1%	3.1%	-6	7%	-2%	4%	2%
Cc1ccc(S(=O)(=O)NC(CC(C)C)C(=O)Nc2nccs2)cc1 (centres undefined)
  -5	-21%	3%	0.6%	0	-3%	-5%	-6%	-9%
COCC(=O)NC1(c2nnnn2CCOC(=O)Nc2ccc(Cl)cc2)CCCCC1
  2	-14%	0%	1.2%	-5	5%	-1%	11%[57.1 µM]	0%
O=[N+]([O-])c1ccc(N2CCOCC2)cc1SCc1ccco1
  4	-25%	7%	2.1%	-1	-18%	-1%	-14%	-21%
CCC(=O)Nc1cccc(-c2cn3ccccc3n2)c1
  1	-13%	0%	-1.0%	-4	3%	2%	57%[activator]	2%
CC(C)Oc1ccc(CNC(=O)c2ccc3nc(N4CCOCC4)sc3c2)cc1
  5	-8%	13%	-0.5%	-3	6%	0%	0%	-3%
Cc1ccc(C)c(N2CCN(S(=O)(=O)c3ccc4oc(=O)c5ncn(C)c5c4c3)CC2)c1
  -1	-9%	-4%	7.0%	-7	10%	-1%	1%	-1%
CCC(C)(C)n1nnnc1C(C(C)C)N(Cc1ccco1)Cc1cc2cc3c(cc2[nH]c1=O)OCO3 (centres undefined)
  3	-21%	6%	-0.1%	6	0%	-4%	27%	0%
O=C(Nc1cc(F)cc(F)c1)c1ccc(NCCc2ccccc2)c([N+](=O)[O-])c1
  2	41%[activator]	-2%	-0.1%	-5	?	-3%	-9%	-17%
COc1ccccc1OCc1nnc(SCC(=O)Nc2ccc(N3CCOCC3)cc2)n1C
  -2	-23%	-3%	2.0%	-10	9%	-2%	4%[57.1 µM]	-2%
Nc1nc(NC(=O)c2ccc(F)cc2)ns1
  -6	-30%	6%	0.2%	1	-2%	-2%	-3%	4%
Cc1ccc(-c2cc(C(=O)Nc3ccc(S(=O)(=O)N4CC(C)OC(C)C4)cc3)[nH]n2)c(O)c1 (centres undefined)
  -1	-16%	-1%	0.8%	-5	2%	3%	-6%	-1%

# Among those listed so far, 4 contain two or more sulfur atoms.
# Screens in order: PI4K2A inh	USP1 inh	mIDH1 inhibitor	RXFP1 agonist	LDHA inh	Vif-A3F inh	GRP78 ERSR act	TrxR1 substrate	Vif-APOBEC3G blk
Cc1csc(NC(=O)CSc2nc(C)nc3c2c(=O)n(C)c(=O)n3C)n1
  -5	-20%	-4%	5.6%	-3	-5%	-2%	9%[57.1 µM]	0%
C=CCNC(=O)CN1C(=O)CSc2ccc(S(=O)(=O)N3CCOCC3)cc21
  -2	-10%	-3%	.	0	-2%	-1%	.	0%
CCc1cc2c(=O)n(-c3ccccc3)c(SCC(N)=O)nc2s1
  -4	3%	-2%	0.3%	-19	-2%	-3%	-10%	5%
Cc1ccc(S(=O)(=O)NC(CC(C)C)C(=O)Nc2nccs2)cc1 (centres undefined)
  -5	-21%	3%	0.6%	0	-3%	-5%	-6%	-9%

# Later entries.
# Screens in order: PI4K2A inh	USP1 inh	mIDH1 inhibitor	RXFP1 agonist	LDHA inh	Vif-A3F inh	GRP78 ERSR act	TrxR1 substrate	Vif-APOBEC3G blk
O=C(OCc1ccc([N+](=O)[O-])cc1)C1CC(=O)N(c2ccccc2)C1 (centres undefined)
  -1	-17%	8%	0.9%	-8	1%	-3%	4%	-1%
Cc1cccn2c(=O)c(/C=C(\C#N)C(N)=O)c(N3CCN(c4ccccc4)CC3)nc12
  -1	-7%	12%	10%	1	1%	-3%	16%	0%
O=C(CC1C(=O)NCCN1Cc1ccc(Cl)c(F)c1)NCCc1cccnc1 (centres undefined)
  0	-4%	29%	-12%	1	4%	-2%	6%	2%
CCN(CC)c1ncnc2sc(C(=O)N3CCN(c4ccccc4)CC3)c(C)c12
  -8	-9%	4%	5.2%	-7	-9%	-8%	-7%	-3%
O=C(Nc1ccnn1C1CCN(C(=O)CCc2ccc(F)cc2)CC1)C1CCOC1 (centres undefined)
  1	-14%	-3%	2.1%	-5	3%	3%	-10%	2%
CCc1nn(CC(=O)NCCCN(CC(C)C)CC(C)C)c(=O)c2cc3sc(C)cc3n12
  -1	-14%	19%	1.6%	-1	-8%	-1%	4%	6%
CCn1c(O)c(N=NC(=O)c2ccc(CSc3nncn3C)cc2)c2ccccc21
  -4	-3%	7%	2.1%	-10	3%	-3%	-6%	-4%
Cc1nnc(SCC(=O)N(C)c2ccccc2)n1Cc1ccccc1
  2	-15%	0%	-1.3%	-16	-8%	1%	-3%[57.1 µM]	1%
CC(C)C(=O)NC(Nc1cc(C(F)(F)F)ccc1Cl)C(Cl)(Cl)Cl (centres undefined)
  5	-21%	2%	-0.4%	-4	2%	-5%	0%[57.1 µM]	0%
COc1ccc(C(c2sc3nc(C)nn3c2O)N2CCC(C(N)=O)CC2)cc1OC (centres undefined)
  4	-17%	-3%	0.4%	-1	-5%	1%	3%[57.1 µM]	-8%
CC1CCN(c2oc(-c3ccc(F)cc3)nc2C#N)CC1
  1	-17%	6%	7.7%	0&3	2%	11%	104%[activator][57.1 µM]	-6%
CCN(C(=O)Cc1ccccc1OC)c1nnc(-c2ccncc2)s1
  6	-20%	0%	1.8%	-4	0%	-1%	10%	-1%
CSc1ccccc1NC(=O)COC(=O)c1cnc(C)cn1
  3	-4%	1%	.	-12	-5%	-2%	3%	1%
CCC1CCC(C(=O)NC(CCSC)C(=O)NCCc2ccc(S(N)(=O)=O)cc2)CC1 (centres undefined)
  -3	-24%	0%	-0.4%	-1	4%	-4%	1%	3%

# Ordered by value in RXFP1 agonist (falling): three from the list above.
smiles	RXFP1 agonist
CCN(CC)c1ncnc2sc(C(=O)N3CCN(c4ccccc4)CC3)c(C)c12	5.2%
COc1ccc(C(c2sc3nc(C)nn3c2O)N2CCC(C(N)=O)CC2)cc1OC (centres undefined)	0.4%
Cc1nnc(SCC(=O)N(C)c2ccccc2)n1Cc1ccccc1	-1.3%

# Not all compounds are listed; rates above refer to the full screens.
